# Screening results: PubChem BioAssay, Broad Institute
# ARNT-TACC3 inh – ARNT/TACC3 interaction disruption. Q9Y6A5. AlphaScreen His-ARNT PAS-B/GST-TACC3 binding, luminescence; TACC3 fragment carries E629A point mutation. inhibition, % at 9.99 µM. 390,000 tested, 0.66% active;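 active = mean inhibition of replicates at least 50% and at least half of replicates each reaching 50%; inconclusive = half or more replicates reach 50% but mean below 50%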;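 note: 0% = complete ARNT plus TACC3 wells and 100% = ARNT alone without TACC3; many hits fall short of the cut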
# RAD52 inh – RAD52 (human) annealing inhibition; P43351; recombinant RAD52 DNA annealing, FRET fluorescence; inhibition, % at 18.7 µM; 360,000 tested, 0.46% active; AID 651710;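 active = every replicate showing at least 50% inhibition; inconclusive = mean inhibition at least 50% but not in every replicate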
# Target sequence (P43351 whole entry, looked up): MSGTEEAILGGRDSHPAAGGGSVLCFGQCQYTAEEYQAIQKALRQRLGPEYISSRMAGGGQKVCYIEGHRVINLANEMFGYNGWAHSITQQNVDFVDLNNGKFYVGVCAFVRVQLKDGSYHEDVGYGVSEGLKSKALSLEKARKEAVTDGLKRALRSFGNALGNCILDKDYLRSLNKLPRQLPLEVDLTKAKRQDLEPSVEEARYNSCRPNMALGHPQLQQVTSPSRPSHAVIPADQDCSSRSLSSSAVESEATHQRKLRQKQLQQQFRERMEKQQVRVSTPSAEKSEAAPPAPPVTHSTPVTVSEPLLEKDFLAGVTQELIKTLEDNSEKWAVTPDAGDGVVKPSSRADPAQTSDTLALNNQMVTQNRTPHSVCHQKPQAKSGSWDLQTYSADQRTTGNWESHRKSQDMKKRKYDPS
# esBAF inh – blocks esBAF chromatin remodeling in mouse ES cells | reporter increase, % at 12.5 µM | 350,000 tested, 2% active | Bmi1-luciferase knock-in reporter, 24 h; 100% = twice the neutral-well signal; in the data active = activation above about 40%; inconclusive = no clear call, values can overlap the other calls;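 note: 0% = median of the plate's neutral control wells and 100% = double that signal; a rise in the Bmi1 reporter signal indicates esBAF inhibition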
# PglD inh – PglD (C. jejuni) enzyme inhibition | inhibition, % at 12.5 µM | 360,000 tested, 0.098% active | purified PglD enzyme, DTNB colorimetric CoA detection; in the data active = inhibition above about 16%, passing the limit was not always enough; inconclusive = no clear call, values can overlap the other calls; note: strong numbers were not always called active
# RAD54 branch – inhibitors of human RAD54 branch migration | Q92698 | RAD54 Holliday junction branch migration, FAM/BHQ fluorescence | inhibition, % at 10.4 µM | 360,000 tested, 0.14% active | AID 602329;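 active = mean normalized replicate activity at least 40 and at least half of replicates scoring 40 or more; inconclusive = only one of the two criteria met; inactive = mean below 40 and under half of replicates reaching 40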;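 note: 0% = median of neutral control wells and 100% = median of positive control wells; inhibitors cause a drop in the FAM fluorescence signal; in these data hits start at about 50%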
# E-selectin induc – E-selectin induction on HUVECs. P16581. HUVEC E-selectin immunofluorescence imaging; normalized: neutral wells 0, TNF-alpha wells 100. activation, % at 7.58 µM. 260,000 tested, 0.37% active. AID 686992;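 active = mean E-selectin-positive cell signal at least 10% of the positive control, reached in at least 60% of replicates, without over 20% cell loss; inconclusive = no rule given, readout overlaps actives, possibly toxicity-flagged; inactive = the rest, including those meeting only one limit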;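 note: in these data hits start at about 27%; measured in HUVEC primary endothelial cells; signal is the percent of cells scored E-selectin positive by PE staining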
#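 Test system – human umbilical vein endothelial cells (HUVEC), E-selectin induction · Input – 3,000 HUVEC seeded per well · Buffer or medium – EGM-2, gelatin · Compound dosing – single-point compound dose · Detection – immunofluorescence imaging · Measure – percent E-selectin-positive cells · Controls – TNF-alpha high, DMSO low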
# Casp6 inh – inhibitors of human caspase-6; purified caspase-6, Z-VEID-R110 cleavage fluorescence; inhibition, % at 12.5 µM; P55212; 350,000 tested, 0.53% active;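 active = mean inhibition across replicates at least about 35%, with every replicate also reaching that limit, limit read from the data; inconclusive = only one of the two criteria met; inactive = neither criterion met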;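 note: 0% = median of neutral control wells and 100% = no fluorescence left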
# ERp5 block – inhibitors of human ERp5; Q15084; ERp5 insulin aggregation, absorbance 650 nm, 90 min; inhibition, % at 9.99 µM; 350,000 tested, 0.05% active; AID 651711;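 active = mean replicate inhibition above about 25%, with every replicate also reaching it, limit read from the data, passing the limit was not always enough; inconclusive = only one of those two criteria met; inactive = neither criterion met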
# Target sequence (Q15084 whole entry, looked up): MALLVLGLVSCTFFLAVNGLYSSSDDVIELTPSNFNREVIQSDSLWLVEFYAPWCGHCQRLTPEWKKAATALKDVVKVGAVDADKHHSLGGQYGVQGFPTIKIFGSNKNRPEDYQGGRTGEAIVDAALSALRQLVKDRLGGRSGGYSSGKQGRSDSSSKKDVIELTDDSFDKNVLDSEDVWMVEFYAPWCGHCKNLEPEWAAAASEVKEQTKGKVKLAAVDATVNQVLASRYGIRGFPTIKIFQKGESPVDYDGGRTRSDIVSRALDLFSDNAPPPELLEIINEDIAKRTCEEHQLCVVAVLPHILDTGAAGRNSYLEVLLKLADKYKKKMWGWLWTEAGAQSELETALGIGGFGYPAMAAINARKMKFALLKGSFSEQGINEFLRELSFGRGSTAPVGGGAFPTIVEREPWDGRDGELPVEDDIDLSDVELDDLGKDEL
# Numbers without * were called inactive; ? = inconclusive; · = no result given; & = joins results of further samples.
SMILES,ARNT-TACC3 inh,RAD52 inh,esBAF inh,PglD inh,RAD54 branch,E-selectin induc,Casp6 inh,ERp5 block
O=C(Nc1nccs1)C1CC(=O)N(CCc2ccc(F)cc2)C1 (centres undefined),8,-8,-1,-2,-4,·,-3,6
CC1Sc2ccc(S(=O)(=O)CCC(=O)Nc3ccccn3)cc2NC1=O (centres undefined),-2,-22,-1,4,-14,-1.5,2,·
CCOC(=O)C1CCN(S(=O)(=O)c2cc(Cl)c(C)cc2OC)CC1,-2,·,-5,-2,6,·,·,·
CCNC(=O)[C@H]1[C@H](CO)[C@H]2Cn3c(ccc(C4=CCCC4)c3=O)[C@H]2N1CC1CC1,0,-31,7,-3,1,0.0,1,-10
O=[N+]([O-])c1cccc(CN2CCN(c3cccc4[nH]ccc34)CC2)c1,2,-5,-1,5,8,-0.1,-4,1
CC(=O)N1[C@@H]2Cn3c(ccc(/C=C/c4ccccc4)c3=O)[C@H]1[C@@H](C(=O)N(C)C)[C@@H]2CO,-2,17,-9,2,-1,0.3,2,-4
Cc1ccc(C)c(SCC(=O)c2ccc[nH]2)c1,0,-18,·,·,·,·,6,-5
CCCCC(=O)N(C)c1c(C)nc2ccc(C(=O)N(C)Cc3ccco3)cn12,·,1,0,1,-4,·,-6,1
CC(=O)Oc1cccc(N2C(=O)c3ccc(C(=O)O)cc3C2=O)c1,·,·,-13,5,-13,0.0,·,·
CCN1CCN(Cc2ccc(NC(=O)c3cc(NC(=O)c4cc(C)on4)cc(OC)c3)cc2C(F)(F)F)CC1,8,20,-5&-78,-2&-9,14&1,0.0,-10,-2
O=C(COC(=O)c1cc(=O)[nH]c2ccccc12)Nc1nc(-c2ccccc2)cs1,1,-8,22,0,8,-0.4,-2,9
Cn1c(=O)c2cc(S(=O)(=O)Nc3cc(C(=O)O)cc(C(=O)O)c3)ccc2n(C)c1=O,5,-14,·,·,·,·,-1,3
COC(=O)CNC(=O)C1(C)C=CCN1C(=O)c1ccccc1 (centres undefined),-4,7,39,1,0,0.0,-2,-3
O=C(COC(=O)/C=C/c1ccc(S(=O)(=O)N2CCOCC2)cc1)NCc1ccc2c(c1)OCO2,·,-10,·,·,·,-0.9,-3,-1
N#CC(c1ccc(O)cc1)N1CCN(C(C#N)c2ccc(O)cc2)CC1 (centres undefined),-9,2,·,·,·,-0.4,3,-9
Cc1cc(C)c(C#N)c(SCC(=O)Nc2cc(C)on2)n1,-5,-13,82*,3,13,2.7,-1,-2
Cc1ccc(-n2c3nc(=O)n(C)c(=O)c-3cc3ccccc32)cc1,·,-28,·,-2,-17,·,-3,-5
CCCOc1ccc(C(C)=O)cc1CC(C(=O)OCC)C(=O)OCC,-3,·,-4,-1,-12,·,·,·
Cc1ccc2c(c1)C(c1ccc(F)cc1)N(C(=O)c1ccccc1Br)CC(=O)N2 (centres undefined),4,-5,5,-2,-28,2.3,1,0
Brc1cccc(-c2nc3ccc(Br)cn3c2Cc2ccccc2)c1,·,-67,21,-3,6,·,2,4
CSc1nnc(NC(=O)c2ccc3c(c2)OCO3)s1,-6,-9,-74,-1,-6,·,-1,10
COc1cc2[nH]c(=S)n(C3CC3)c(=O)c2cc1OC,-2,-16,-7,0,0,-0.3,4,1
CC1=NN(c2nc(C)cc(C)n2)C(=O)C1CCC(C)C (centres undefined),16,·,0,13,5,·,·,·
C[C@H](CO)N1C[C@H](C)[C@H](CN(C)S(=O)(=O)c2ccc(F)cc2)Oc2ccc(NC(=O)Nc3ccc4c(c3)OCO4)cc2C1=O,16,4,4,2,3,-16,-1,3
OC[C@H]1[C@@H](c2ccccc2)C2(CN(CCC(F)(F)F)C2)N1Cc1ccncc1,·,1,·,·,·,-0.3,1,-3
CCOc1ccc(C2C(C(C)=O)=C(O)C(=O)N2CCc2c[nH]c3ccccc23)cc1 (centres undefined),-1,-15,·,·,·,·,7,1
CCOC(=O)CSc1nc(=O)n2cc(C)ccc2n1,-1,0,·,·,·,·,-3,5
COc1ccc(CNC(=O)C[C@H]2CC[C@H](NS(=O)(=O)c3cccc(OC)c3)[C@@H](CO)O2)cc1,5,-4,3,6,-4,0.2,-1,2
COc1ccc(N2CCN(C(=O)c3ccccc3)CC2)c([N+](=O)[O-])c1,13,0,-2,8,10,1.4,0,0
O=C(NCc1ccc2c(c1)OCO2)c1cccnc1,-1,·,8,-4,-6,·,·,·
CN(CCOc1ccccc1)CC(=O)Nc1cccc(Br)c1,-11,4,·,·,·,0.1,10,-5
Clc1cccc(OCCCN2CCCC2)c1Cl,1,-24,·,·,·,0.2,-10,6
CSc1cccc(NS(=O)(=O)c2cn(C)cn2)c1,-1,-18,2,5,-2,-0.1,-2,1
CC(=O)N1c2ccc(S(=O)(=O)N3CCC(C(=O)Nc4cccc(F)c4)CC3)cc2CC1C (centres undefined),3,-3,10,0,-8,2.2,5,1
COc1ccc(Cn2c(=O)c3cccnc3n(Cc3ccc([N+](=O)[O-])cc3)c2=O)cc1,-2,-10,·,3,8,·,-1,3
Cc1ccc(S(=O)(=O)N[C@H]2CC[C@@H](CCn3cc(-c4cccc(F)c4)nn3)O[C@@H]2CO)cc1,5,-12,8,6,-4,-0.3,0,-3
Cc1onc(-c2ccccc2)c1C(=O)NNC(=S)NC(=O)c1ccc(F)cc1,19,-6,·,·,·,·,1,1
N#CCNC1CC(=O)N(c2ccc(F)cc2)C1=O (centres undefined),-1,-4,0,-1,-3,-0.2,-1,-1
COc1cc(CNC(=O)c2cc(-c3cc(F)ccc3OCC3CCCO3)n[nH]2)cc(OC)c1 (centres undefined),·,-16,-3,1,4,0.0,-2,3
CCN(CC)CCCN1C(=O)C2C(C(=O)Nc3ccc(C(C)C)cc3)C3C=CC2(O3)C1C(=O)NC1CCCCC1 (centres undefined),-4,-9,-3,1,-9,0.3,0,-9
CC12CCC(C(=O)NCc3ccccc3Cl)(CC1=O)C2(C)C (centres undefined),3,-13,-2,-4,-4,·,0,0
COCC(=O)N1CCCCN2[C@H](CO)[C@@H](c3ccc(-c4ccc(F)cc4)cc3)[C@H]2C1,17,14,·,-5,5,0.2,-3,0
COc1cccc(C(=O)CN2CCN(S(=O)(=O)c3ccc(Br)cc3)CC2)c1,0,·,-4,-4,2,·,·,·
COc1ccc(-c2noc(CCC(=O)NCCN(C)Cc3ccccc3)n2)cc1,-3,·,-14,5,4,·,·,·
CCOc1ccc(NC(=O)C/C(C)=N/NC(=O)Cc2cccs2)cc1,33,-6,-1,-2,15,-0.3,-1,-2
COCCNC(=O)C[C@@H]1CC[C@H]2[C@H](COc3ccc(NC(=O)c4cnccn4)cc3C(=O)N2C)O1,2,4,1,-1,-3,0.9,-1,-1
COCC(=O)Nc1ccc2c(c1)C(=O)N(C)C[C@@H](OC)[C@@H](C)CN(C)[C@@H](C)CO2,-9,-9,2,2,-3,0.0,0,-1
COc1ccc(/C=N/NC(=O)c2csc(-n3nc(C)cc3C(F)(F)F)n2)cc1,-3,·,-5,-5,4,·,·,·
NC(=O)c1cccc2c1-c1ccccc1/C2=N/NC(N)=S,0,-7,-7,·,·,-0.1,3,2
CCCCNC(=O)NNC(=O)c1ccco1,-19,-5,-3,-6,-2,-1.5,1,2
Cc1ccc(NC(=O)c2csnn2)c(C)c1,-3,·,2,-2,-4,·,·,·
CN(CC(=O)Nc1ccc(Cl)c(C(F)(F)F)c1)C(=O)Cc1ccsc1,-19,-37,-9,-6,-1,-0.3,-4,2
O=C(C[C@@H]1CC[C@@H]2[C@H](COC[C@@H](O)CN2Cc2nccs2)O1)NCc1ccc(Cl)cc1,-4,0,0,2,4,-0.1,-3,2
N/C(Cc1nc(-c2ccc(Cl)cc2)cs1)=N/O,-13,-7,?,·,·,5.1,2,0
COc1ccc(CNC(=O)N(C)C[C@@H]2OCc3ccccc3-c3c(n(C)c4ccccc34)C(=O)N([C@H](C)CO)C[C@@H]2C)cc1,23,8,46*,1,-10,-0.2,1,11
COc1ccc(C)c2sc(N(CCN(C)C)C(=O)c3ccc4ccccc4c3)nc12,11,73*,-2,-5,52*,-0.1,-23,16
CCOC(=O)N/N=C(\C)c1ccc(-n2cnnn2)cc1,-4,-7,1,5,7,·,1,-2
COC(=O)CNC(=O)C(C)NC(=O)OCc1ccccc1 (centres undefined),-3,·,9,0,4,·,·,·
Cc1cs/c(=N\N=C2CCCCC2)n1Cc1ccco1,16,-68,·,·,·,·,0,4
CCN(CC)CCC(c1ccc2c(c1)OCO2)c1c(OC)cc(OC)c2ccc(=O)oc12 (centres undefined),0,-5,8,-1,1,0.0,9,-7

# The last 4 records of the part above come first, to join the parts:
SMILES,ARNT-TACC3 inh,RAD52 inh,esBAF inh,PglD inh,RAD54 branch,E-selectin induc,Casp6 inh,ERp5 block
CCOC(=O)N/N=C(\C)c1ccc(-n2cnnn2)cc1,-4,-7,1,5,7,·,1,-2
COC(=O)CNC(=O)C(C)NC(=O)OCc1ccccc1 (centres undefined),-3,·,9,0,4,·,·,·
Cc1cs/c(=N\N=C2CCCCC2)n1Cc1ccco1,16,-68,·,·,·,·,0,4
CCN(CC)CCC(c1ccc2c(c1)OCO2)c1c(OC)cc(OC)c2ccc(=O)oc12 (centres undefined),0,-5,8,-1,1,0.0,9,-7
CCc1ccc(C2=CC(c3cc(Br)ccc3F)n3ncnc3N2)cc1 (centres undefined),6,·,-30,-3,2,·,·,·
CC(C)(C)OC(=O)C[C@@H]1C/C=C\C[C@@H](CC(=O)N[C@H](CO)Cc2ccccc2)C(=O)NC[C@@H](c2ccccc2)OC1=O,-1,2,-7,-2,4,-0.8,1,0
COc1ccccc1NC(=S)N1CCN(C(c2ccccc2)c2ccccc2)CC1,·,-13,·,1,6,5.0,-1,1
Cc1cccc(NC(=O)NNC(=O)c2cc3ccccc3cc2O)c1C,-4,-8,·,·,·,·,0,7
Nc1nc2ccc([N+](=O)[O-])cc2[nH]1,6,-10,-2,5,6,0.5,-3,5
CCC(=O)N(C)C[C@H]1Oc2cc(-c3cccc(C#N)c3)ccc2S(=O)(=O)N([C@H](C)CO)C[C@H]1C,0,15,-2,1,1,-0.7,-3,0
CN(C)c1ccc(CNC(=O)C2(C)Cc3c(-c4cccc(C(F)(F)F)c4)ccnc3O2)cc1 (centres undefined),·,4,6,1,-8,0.0,1,-1
CC(CC(=O)Nc1cccnc1)c1ccccc1 (centres undefined),4,1,-2,-3,9,·,2,-1
Cc1cccc(N2CCN(C(=O)CCC(=O)N3Cc4ccccc4Oc4ncccc43)CC2)c1C,-4,-20,-1,8,2,-0.8,3,3
C[C@@H]1CCCCO[C@@H](CN(C)C(=O)Nc2ccc(F)cc2)[C@@H](C)CN([C@@H](C)CO)C(=O)c2cc(NC(=O)Nc3cccc4ccccc34)ccc2O1,0,0,-2,3,-12,0.1,2,1
O=C(CCn1c(=O)sc2ccccc21)NCCC1=CCCCC1,-2,-9,3,2,7,·,-5,-2
COc1ccccc1CCNC(=O)CC1C(=O)NCCN1CCCc1ccccc1 (centres undefined),·,-25,·,-2,-3,·,-4,4
Cc1cccc(Nc2nnc(SCC(=O)NC(=O)CN3CCCC3=O)s2)c1,-5,-6,-1,9,1,-0.4,0,-1
CCOc1ccc(S(=O)(=O)N2CCN(S(=O)(=O)c3ccc(C(C)=O)cc3)CC2)cc1,-5,-1,-5,0,4,0.0,0,0
